POLK inh: inhibitors of human DNA polymerase kappa; Q9UBT6; purified Pol kappa, fluorescent DNA synthesis assay, 10 min; Potency, µM (doses to about 107 µM), inactives show at the top dose activity, negative = inhibition, hits mostly inhibitors; 400,000 tested, 0.53% active; AID 588579; also: % is scaled to controls: 0 for no effect and ±100 for the full control effect
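Kinetic fluorescence screen: compound preincubated 15 min RT with 10 nM enzyme; 50 nM substrate (final) initiates; reads at 0/10 min.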
POLB inh: blocks human DNA polymerase beta activity | P06746 | Pol beta primer extension/strand displacement, fluorescence kinetic | Potency, µM (doses to about 114 µM), without a hit: at the top dose activity change, negative = inhibition, usual class: inhibitors | 340,000 tested, 1.3% active | AID 485314; also: % is scaled to controls: 0 for no effect and ±100 for the full control effect
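Preincubation: enzyme (10 nM) with compound, 15 min, RT. Reaction: substrate added to 50 nM final. Reads: 0 and 10 min. Analysis: normalized, Hill fit.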
POLI inh: DNA polymerase iota (human) inhibition | Potency, µM (highest dose often 115 µM), for the others: at the top dose activity, negative = inhibition, usual class: inhibitors | Pol iota fluorescent replication assay, 10 min | 390,000 tested, 1% active | Q9UNA4
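Pol iota at 10 nM preincubated 15 min with compounds at room temperature; reaction started with fluorescent substrate, 50 nM final. Fluorescence read kinetically at 0 and 10 min; buffer-only wells as negative control.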
BAZ2B block: blocks human BAZ2B | AID 504333 | Q9UIF8 | 360,000 tested, 4.4% active | Potency, µM (highest dose often 114 µM), for inactives: at the highest dose activity change, negative = inhibition, most hits filed as inhibitors | AlphaScreen BAZ2B-H3K14Ac peptide displacement; also: % is scaled to controls: 0 for no effect and ±100 for the full control effect; nearly all actives have a fitted effect of over 60% in size
Target sequence (Q9UIF8 whole entry, looked up): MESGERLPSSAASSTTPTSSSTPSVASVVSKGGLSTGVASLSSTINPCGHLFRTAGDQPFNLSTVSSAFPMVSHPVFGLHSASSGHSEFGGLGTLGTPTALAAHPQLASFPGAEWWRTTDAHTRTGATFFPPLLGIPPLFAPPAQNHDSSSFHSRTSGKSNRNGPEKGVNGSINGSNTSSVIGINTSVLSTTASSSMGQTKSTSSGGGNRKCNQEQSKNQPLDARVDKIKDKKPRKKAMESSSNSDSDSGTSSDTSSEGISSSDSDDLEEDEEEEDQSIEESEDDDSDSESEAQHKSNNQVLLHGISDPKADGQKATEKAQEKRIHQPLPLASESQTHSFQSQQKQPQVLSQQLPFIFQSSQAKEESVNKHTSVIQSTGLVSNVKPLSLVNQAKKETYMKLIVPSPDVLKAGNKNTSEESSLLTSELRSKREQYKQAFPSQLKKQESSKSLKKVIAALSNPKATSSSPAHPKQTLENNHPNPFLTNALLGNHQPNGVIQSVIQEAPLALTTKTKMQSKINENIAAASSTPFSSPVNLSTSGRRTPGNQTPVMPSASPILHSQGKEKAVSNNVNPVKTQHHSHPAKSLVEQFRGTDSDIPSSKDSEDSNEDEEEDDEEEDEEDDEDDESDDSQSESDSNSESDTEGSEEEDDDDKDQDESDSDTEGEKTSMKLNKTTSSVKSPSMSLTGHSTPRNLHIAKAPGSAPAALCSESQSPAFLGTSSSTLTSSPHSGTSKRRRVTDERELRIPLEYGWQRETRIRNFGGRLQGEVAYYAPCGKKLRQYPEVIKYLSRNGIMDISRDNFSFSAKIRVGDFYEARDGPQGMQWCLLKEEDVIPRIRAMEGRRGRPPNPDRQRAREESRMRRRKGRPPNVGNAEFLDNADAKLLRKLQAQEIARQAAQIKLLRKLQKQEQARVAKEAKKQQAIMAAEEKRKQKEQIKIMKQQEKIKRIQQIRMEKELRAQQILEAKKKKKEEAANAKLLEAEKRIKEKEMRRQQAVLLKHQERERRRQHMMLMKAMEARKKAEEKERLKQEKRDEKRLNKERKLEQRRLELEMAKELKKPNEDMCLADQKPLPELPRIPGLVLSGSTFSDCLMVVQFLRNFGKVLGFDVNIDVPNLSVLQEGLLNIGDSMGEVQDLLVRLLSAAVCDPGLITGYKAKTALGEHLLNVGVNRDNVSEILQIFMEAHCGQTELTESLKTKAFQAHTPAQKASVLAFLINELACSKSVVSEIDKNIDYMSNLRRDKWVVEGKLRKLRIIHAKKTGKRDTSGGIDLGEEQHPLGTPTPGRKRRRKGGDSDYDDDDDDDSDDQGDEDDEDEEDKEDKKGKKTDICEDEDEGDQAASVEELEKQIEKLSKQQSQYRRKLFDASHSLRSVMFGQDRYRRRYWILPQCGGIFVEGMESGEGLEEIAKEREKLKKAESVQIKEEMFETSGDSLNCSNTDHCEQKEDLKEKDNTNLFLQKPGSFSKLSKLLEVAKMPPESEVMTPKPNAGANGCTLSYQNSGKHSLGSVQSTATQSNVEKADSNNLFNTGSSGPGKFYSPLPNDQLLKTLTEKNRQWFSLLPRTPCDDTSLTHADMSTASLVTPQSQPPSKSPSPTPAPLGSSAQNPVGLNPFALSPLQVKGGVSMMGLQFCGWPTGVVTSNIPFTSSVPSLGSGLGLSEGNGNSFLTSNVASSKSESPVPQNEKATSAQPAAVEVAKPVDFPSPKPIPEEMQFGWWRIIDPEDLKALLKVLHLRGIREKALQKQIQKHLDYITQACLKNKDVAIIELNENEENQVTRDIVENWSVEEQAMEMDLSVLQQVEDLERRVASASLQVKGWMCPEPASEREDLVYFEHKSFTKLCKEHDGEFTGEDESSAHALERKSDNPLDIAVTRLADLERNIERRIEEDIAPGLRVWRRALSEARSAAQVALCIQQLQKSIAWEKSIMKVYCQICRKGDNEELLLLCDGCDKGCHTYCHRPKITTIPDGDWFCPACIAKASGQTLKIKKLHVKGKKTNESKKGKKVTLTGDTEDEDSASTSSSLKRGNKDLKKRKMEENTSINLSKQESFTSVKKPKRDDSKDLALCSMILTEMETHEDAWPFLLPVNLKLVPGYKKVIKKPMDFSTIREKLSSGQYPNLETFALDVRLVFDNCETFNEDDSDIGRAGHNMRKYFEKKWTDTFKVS
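In this displacement format the biotinylated H3(5-23) peptide acetylated at Lys14 serves as ligand at 50 nM, with BAZ2B at 50 nM in PBS pH 7.4 containing 0.01% Tween-20. Donor and acceptor beads are 10 ug/mL final.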
JMJD2A Tudor inh: inhibitors of human JMJD2A Tudor domain; AlphaScreen JMJD2A-Tudor / H3K4me3 peptide binding; Potency, µM (highest dose often 114 µM), inactives show top-dose activity change, negative = inhibition, most hits filed as inhibitors; AID 504339; O75164; 390,000 tested, 4.4% active; also: % is scaled to controls: 0 for no effect and ±100 for the full control effect; nearly all actives have a fitted effect of over 50% in size
APE1 inh: APE1 (human) endonuclease inhibition | Potency, µM (series often up to 65.8 µM), without a hit: at the highest dose activity change, negative = inhibition, usual class: inhibitors | recombinant APE1, TAMRA/BHQ-2 abasic DNA cleavage fluorescence | 350,000 tested, 0.35% active;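 also: plate controls were vehicle for no effect and reference inhibitor for full effect; nearly all actives have a fitted effect of over 55% in size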
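Measures dequenching upon AP-site incision of a 5'-TAMRA/3'-BHQ-2 THF-containing duplex, 50 nM; human APE1 0.75 nM after 15 min room-temperature exposure to compound; kinetic three-point read at one-minute spacing.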
BLM helicase inh: blocks DNA unwinding by human BLM helicase | P54132 | recombinant BLM DNA unwinding, fluorescence dequenching | Potency, µM (titrated, usually from 56.1 µM), for inactives: at the top dose activity change, negative = inhibition, most hits filed as inhibitors | 350,000 tested, 0.2% active | AID 2528;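 also: plate controls were vehicle for no effect and no enzyme for full effect; nearly all actives have a fitted effect of over 35% in size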
G9a inh: inhibitors of human histone lysine methyltransferase G9a; G9a H3K9 monomethylation, AlphaScreen, 2 h; Potency, µM (series often up to 102 µM), without a hit: at the highest dose activity, negative = inhibition, usual class: inhibitors; 350,000 tested, 8.8% active; also: % is scaled to controls: 0 for no effect and ±100 for the full control effect; nearly all actives have a fitted effect of over 75% in size
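Compounds were preincubated with 20 nM G9a for 15 min, after which biotinylated H3K9 peptide (500 nM) and SAM (20 uM) started a 2 h room-temperature reaction. Monomethylated product was quantified by antibody-based AlphaScreen chemiluminescence.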
POLH inh: inhibitors of human DNA polymerase eta | Potency, µM (top dose mostly 114 µM), for inactives: top-dose activity change, negative = inhibition, most hits filed as inhibitors | AID 588591 | 390,000 tested, 1.2% active | recombinant Pol eta, fluorescent DNA replication assay; also: % is scaled to controls: 0 for no effect and ±100 for the full control effect
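Fluorescent replication assay: 50 nM final substrate added after a 15 min room-temperature compound preincubation with 10 nM enzyme. Signal taken at 0 min and again at 10 min.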
An asterisk follows results filed as active; ? = inconclusive; . = not tested or not shown; [ ] = another dose, or the depositor's remark. Calls follow the shape of the dose curve; as a rule, active = well fitted curve in the direction sought with a large enough effect; inconclusive = small, poorly fitted or top-dose-only effect, or another doubt; inactive = no such curve, though single readings can be large; an effect the other way counts as inactive or inconclusive. Potency is read from the fitted curve at half-maximal effect.

molecule | POLK inh | POLB inh | POLI inh | BAZ2B block | JMJD2A Tudor inh | APE1 inh | BLM helicase inh | G9a inh | POLH inh
COc1ccccc1NC(=O)Cn1c(=O)n(CCCCCC(=O)NCc2ccccc2)c(=O)c2sccc21 | -5% | 5% | 2% | -2% | -9% | . | 3% | 5%[59 µM] | .
COc1cc(C(=S)N2CCOCC2)cc(OC)c1OC(=O)c1ccc(F)cc1 | 11% | 7% | 1% | ? | -35% | -10% | -6% | . | -12%
COCCCNC(=O)COc1cc2c(c3oc(=O)c(C)c(C)c13)CCC(C)(C)O2 | 1% | 37% | -19% | -18% | -17% | 28% | -1% | 12% | -7%
COc1ccc(N2CCN(C(=O)C3CCCN(S(=O)(=O)c4cccc5cccnc45)C3)CC2)cc1 (stereo not given) | -9% | -11% | 23% | -33% | -19% | -3% | 0% | ? | -11%
O=C(C1CCC(CNS(=O)(=O)c2ccc(F)cc2)CC1)N1CCOCC1 (stereo not given) | -7% | 7% | 83%[activator] | 11% | 4% | ? | 3% | -32% | -24%
O=C(NC(=S)NNC(=O)c1ccco1)c1ccc(Br)cc1 | -8% | 1% | -8% | -3%[57.1 µM] | 2% | 9% | -1% | 22µM* | 1%
O=C(Cn1c(=O)oc2cc(S(=O)(=O)N3CCCCC3)ccc21)N1CCc2ccccc21 | -2% | 6% | 10% | -2% | -23% | 14% | -3% | 2% | 6%
CCCC1CCc2c(sc(NC(=O)OCC)c2C#N)C1 (stereo not given) | -5% | 25% | 4% | 35%[activator] | -13% | 0% | 5% | -23%[59 µM] | -19%
COc1ccc(NC(=O)N(C)C[C@H]2Oc3ccc(NS(=O)(=O)c4cccs4)cc3C(=O)N([C@@H](C)CO)C[C@@H]2C)cc1 | 9% | . | -9% | . | 3% | 19% | . | . | -8%
Cc1ccc(Cn2nnc3c(=O)[nH]c(C4CCN(C(=O)c5cccs5)CC4)nc32)cc1 | -16% | 2% | -2% | -5% | -11% | -2% | -2% | ? | -4%
CC(C)(C)C(=O)Nc1ccc(C(=O)N/N=C/C2CC3C=CC2C3)cc1 (stereo not given) | -7% | 19% | -12% | 19% | -7% | -3% | -3% | 13%[59 µM] | -10%
COc1ccccc1-n1cnc2cc(NCc3ccccc3O)ccc21 | 2% | -2% | 21% | 35µM* | -21%[11.4 µM] | 0% | -3% | ? | -29%
COc1cc(/C=C/C(=O)O)cc(S(=O)(=O)NCC2CCCO2)c1OC (stereo not given) | -17% | 18% | 6% | -2% | -7% | 2% | 3% | 0% | -3%
S=C(c1ccc(-c2ccc(Cl)cc2)o1)N1CCCCC1 | -6% | 6% | 1% | 28µM* | 22µM* | -8% | -7% | 13µM* | -11%
CCCOc1ccc(OCCNC2CCCC2)cc1 | -1% | 29% | -6% | ? | 89µM* | 0% | -1% | 10µM* | -10%
Cc1ccc(COc2coc(CN3CCN(C(=O)c4ccco4)CC3)cc2=O)cc1 | -16% | . | 17% | 8% | -17% | 2% | . | 1% | -17%
CC(C)(C)OC(=O)C[C@H]1C/C=C\C[C@@H](CC(=O)N(CCO)Cc2ccccc2)C(=O)NC[C@@H](c2ccccc2)OC1=O | -2% | . | 29% | . | -10% | -17% | . | . | -26%
COC(=O)c1cc(S(=O)(=O)Nc2nn(C)c3cccc(F)c23)oc1C | -19% | 22% | 3%[58.9 µM] | -1% | 2% | -3% | -1% | . | -8%
COc1cccc(C(=O)NCC(c2cccnc2)N2CCN(c3ccccc3OC)CC2)c1 (stereo not given) | 0% | 14% | 5% | 2% | -14% | -14% | -1% | . | -24%
O=C1c2ccccc2C(Nc2ccccc2F)N1c1cccnc1 (stereo not given) | -11% | 13% | -14% | 4% | -17% | -3% | 3% | ? | -3%

Complete entries from above.
Record of O=C1c2ccccc2C(Nc2ccccc2F)N1c1cccnc1 (stereo not given) → POLK inh: -11%; POLB inh: 13%; POLI inh: -14%; BAZ2B block: 4%; JMJD2A Tudor inh: -17%; APE1 inh: -3%; BLM helicase inh: 3%; G9a inh: ?; POLH inh: -3%
Record of COC(=O)c1cc(S(=O)(=O)Nc2nn(C)c3cccc(F)c23)oc1C → POLK inh: -19%; POLB inh: 22%; POLI inh: 3%[58.9 µM]; BAZ2B block: -1%; JMJD2A Tudor inh: 2%; APE1 inh: -3%; BLM helicase inh: -1%; G9a inh: .; POLH inh: -8%
Record of COc1cc(/C=C/C(=O)O)cc(S(=O)(=O)NCC2CCCO2)c1OC (stereo not given) → POLK inh: -17%; POLB inh: 18%; POLI inh: 6%; BAZ2B block: -2%; JMJD2A Tudor inh: -7%; APE1 inh: 2%; BLM helicase inh: 3%; G9a inh: 0%; POLH inh: -3%

Carrying on.
molecule | POLK inh | POLB inh | POLI inh | BAZ2B block | JMJD2A Tudor inh | APE1 inh | BLM helicase inh | G9a inh | POLH inh
O=C(CCNS(=O)(=O)c1ccc(OC(F)(F)F)cc1)N1CCCC1 | -4% | . | 20% | -2% | -6% | -3% | . | 4% | -19%
CCn1cc(C(=O)NN)c(=O)c2cc(F)c(N3CCOCC3)cc21 | -16% | 45% | ? | -6% | -14% | -15% | -5% | 60%[activator] | ?
S=C(NCc1ccco1)Nc1ccc(Cl)cn1 | -18% | -1% | 2% | ? | -33% | 4% | -4% | 8.9µM* | -7%
Fc1ccc2cnc(-c3ccccc3)c(-c3cccc(C(F)(F)F)c3)c2c1 | -14% | . | ? | 46%[activator] | -6% | -11% | . | 2%[0.501 µM] | -17%
Cc1cc2cc(CNS(=O)(=O)c3ccccc3)ccc2n1C | 9% | 5% | 3% | ? | ? | 6% | -12% | 50µM* | -14%
COc1cc(NC(=O)c2c(F)c(F)c(OC)c(F)c2F)ccc1NC(=O)c1cccs1 | -15% | 0% | -3% | -18% | -5% | -14% | -7% | 29% | -10%
Cc1ccc(C2=Nc3ccccc3N(CC(=O)NCc3ccccc3Cl)C(=O)C2)cc1C | 0% | 28% | -18% | -16% | -20% | . | -4% | -6%[59 µM] | 8%
CCNc1nc(NCC)n2c(SCC(=O)Nc3ccccc3)nnc2n1 | -6% | 1% | 151%[activator] | -18% | -15% | 12% | -6% | 23%[59 µM] | -14%
CN(CC(=O)Nc1ccc(N2CCOCC2)cc1)C(=O)c1cc2c(s1)CCCC2 | 6% | . | 32%[activator] | -20% | -21% | 32% | . | -36%[12.7 µM] | -6%
COc1ccc(S(=O)(=O)N(C)CC(=O)N2CCCCCC2)cc1OC | -27% | 12% | 5% | -2% | -18% | 20% | -10% | 8%[12.7 µM] | 1%
CCc1ccc(-n2c(=O)c3cccnc3n2CC(=O)N(CC)c2cccc(C)c2)cc1 | -15% | 2% | 8% | 95%[activator] | 90%[activator] | . | -10% | 42%[59 µM] | ?
Cc1ccc(CN(C)C(=O)C2CCC(=O)N(C3CCCCCC3)C2)cc1 (stereo not given) | 5% | 32% | 28% | -24% | -4% | 65%[activator] | 1% | 1% | -23%
Cc1ccc(NS(=O)(=O)c2ccc3[nH]c4c(c3c2)CCCCCC4)cc1C | -12%[60.1 µM] | -16% | 5% | -27% | ? | . | -8% | ? | -16%
COC(=O)c1c(N2C(=O)CC(Sc3ncccc3C(=O)O)C2=O)sc(C)c1C (stereo not given) | -13% | 12% | -24% | -29% | -5% | -3% | 2% | . | 4%
O=C(O)CCN1C(=O)/C(=C\c2ccc(OCc3ccccc3)c(OCc3ccccc3)c2)SC1=S | -1% | -26% | -8% | 45µM* | 45µM* | -75% | -8% | 25µM* | ?
COc1ccc(C(=O)Nc2ccccc2N2CCOCC2)cc1S(=O)(=O)N1CCOCC1 | -7% | . | 17% | 8% | -7% | -4% | . | 8%[12.7 µM] | 0%
CC1CCCN(C(=O)c2ccc(COc3ccccc3Br)cc2)C1 (stereo not given) | -2% | -20% | -18% | 15% | 11% | -4% | -15% | -27%[59 µM] | -13%
O=C(COC(=O)C1=NN(c2ccccc2)C(=O)CC1)NCc1ccccc1Cl | -13% | . | 40%[activator] | 7% | -11% | 10% | . | -8%[2.33 µM] | -24%
Nc1[nH]n2c(=O)c3c(nc2c1N=Nc1ccccc1)CCCC3 | -13% | 1% | 1% | -6% | ? | -1% | -14% | -34% | ?
Cc1ccc(NCCCn2cnc3c(OCc4ccccc4)ncnc32)cc1C | -8% | . | 5% | . | 50µM* | . | . | . | -8%
COCCNc1nc(C)c(C(C)=O)s1 | 6% | 5% | 34%[activator] | -29% | -15% | 9% | -3% | 40µM* | -13%
Cc1ccc(CNC(=O)CCNS(=O)(=O)c2ccc3c(c2)oc(=O)n3C)cc1 | -25% | 3% | 32%[activator] | -4% | -5% | . | -2% | -10%[59 µM] | -22%
N#Cc1ccc(Cl)cc1NC(=O)COC(=O)[C@H](CCC(N)=O)NC(=O)c1ccc(F)cc1 | -2% | 2% | 4% | -14% | -30% | 5% | -5% | 0% | -17%
CNc1c([N+](=O)[O-])cnn1-c1cccc(Cl)n1 | -5% | 9% | 60%[activator] | 5% | -8% | 3% | -5% | 16%[59 µM] | 1%
CCOc1ccc(N2C(=O)CC(Sc3ncccn3)C2=O)cc1 (stereo not given) | -20% | -1% | 35%[activator] | 5% | -23% | ? | -5% | -17%[59 µM] | 5%
COc1ccccc1-n1c(SCC(N)=O)nc2sc3c(c2c1=O)CCC3 | -17% | 1% | ? | -28% | -20% | ? | -1% | -16% | -7%
CCN(C(=O)COC(=O)/C=C/c1ccc(C)o1)c1c(N)n(Cc2ccccc2)c(=O)[nH]c1=O | -14% | . | 7% | 0% | 79µM* | 21% | . | 11µM* | 0%
COCCSc1ccccc1C(=O)Nc1ccc2c(c1)OCCO2 | -3% | 20% | -9% | 2% | 2% | 1% | 2% | 3.5µM* | -6%
CSCCC(NC(=O)c1ccco1)C(=O)OCC(=O)N1c2ccccc2NC(=O)C1(C)C (stereo not given) | 6% | . | ? | -1% | 4% | 0% | . | 3%[12.7 µM] | -11%
CSc1ccc(CCNS(=O)(=O)c2c(C)[nH]c(C)c2C(=O)N2CCCCC2)cc1 | -4% | 18% | 31% | -30% | -26% | -8% | -2% | -2%[59 µM] | -5%
Oc1c(C(c2cccs2)N2CCN(c3ccc(F)cc3)CC2)sc2ncnn12 (stereo not given) | -2% | 0% | 17% | -9% | -35% | -1% | -13% | ? | -19%
COc1ccc2[nH]c3c(c2c1)CCN1C(=O)C(CC(=O)NCCC2=CCCCC2)C[C@H](C(=O)N2CCCCC2)[C@@]31C (stereo not given in full) | -15% | . | -6% | . | ? | -15% | . | . | -14%

Compound activity as filed in PubChem BioAssay.

This is a subset; the hit share may differ from the screen's.
